Assay outcomes (PubChem BioAssay)
Arr AP2 block = blocks beta-arrestin peptide binding to AP2 adaptin; FITC-arrestin peptide / GST-AP2 beads, flow cytometry; AP2 beta2 appendage carries R879A mutation; inhibition, % at 10 µM; 0.31% of 340,000 active; AID 504490;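 active = inhibition above a set limit, near 3 SD of compounds lacking own fluorescence, cut at about 54% in these data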;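 note: plate controls were DMSO wells for no effect and 5 µM unlabelled arrestin peptide for full effect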
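Measured by: flow cytometry, FL1 (488/535 nm); Material: AP2 appendage R879A on GSH beads; Evaluation: percent response; Timing: pre-incubation 12 min, peptide binding 1 h, room temperature; Also added: 50 nM FITC-arrestin peptide; Medium: PBS with 0.05% Tween 20 and 0.1% BSA.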
PKA-R1A act = PKA-R1A complex activation | P00514+P68181 | PKA-R1A dissociation, Cy5-IP20 fluorescence polarization; scaled: DMSO 0%, 113 µM cGMP 100% | 0.083% of 340,000 active | activation, % at 11.4 µM;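 active = percent activation above the mean of all tested compounds plus 3 SD, cut at about 19% in these data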;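 note: higher means more PKAc released from R1A so a rise in polarization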
V-ATPase pHluor = yeast V-ATPase proton transport regulation by pHLuorin. S. cerevisiae, pHLuorin cytosolic pH fluorescence. response, % at 10 µM. 0.37% of 350,000 active; in the data active = response mostly above about 7.3%, no sharp cut-off; inactive = mostly below about 5.4%; note: actives read high; inactives centre near 0; some compounds called inactive have numbers as strong as hits; reference of the scale not given here
HTR5A inv ctr = HTR5A inverse agonism, opioid heterodimer counter-screen | P47898 | inhibition, % at 9.3 µM | AID 504634 | HTR5A cell line, luminescence | 0.083% of 340,000 active; in the data active = inhibition mostly above about 23%, no sharp cut-off; inactive = mostly below about 18%;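 note: 0% = cells with DMSO and 100% = no-cell wells with DMSO; some compounds called inactive have numbers as strong as hits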
DAGLB inhibitor = diacylglycerol lipase beta (human) inhibition. Q8NCG7. HEK293T DAGLB membrane lysate, EnzChek fluorogenic substrate. AID 504411. 0.059% of 340,000 active. inhibition, % at 5.17 µM; in the data active = inhibition above about 34%;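 note: 0% = enzyme with vehicle and 100% = wells lacking enzyme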
OPRM1-OPRD1 inv = inverse agonist of human OPRM1-OPRD1 heterodimerization; P35372+P41143; cell-based MOR-DOR heterodimer luminescence, inverse agonism; inhibition, % at 9.3 µM; 0.21% of 340,000 active; AID 504357; in the data active = inhibition above about 22%, passing the limit was not always enough;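 note: 0% = cells with DMSO and 100% = wells without cells with DMSO; values of inactives mirror those of a sister screen read the other way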
Target sequence (P35372 whole entry, looked up): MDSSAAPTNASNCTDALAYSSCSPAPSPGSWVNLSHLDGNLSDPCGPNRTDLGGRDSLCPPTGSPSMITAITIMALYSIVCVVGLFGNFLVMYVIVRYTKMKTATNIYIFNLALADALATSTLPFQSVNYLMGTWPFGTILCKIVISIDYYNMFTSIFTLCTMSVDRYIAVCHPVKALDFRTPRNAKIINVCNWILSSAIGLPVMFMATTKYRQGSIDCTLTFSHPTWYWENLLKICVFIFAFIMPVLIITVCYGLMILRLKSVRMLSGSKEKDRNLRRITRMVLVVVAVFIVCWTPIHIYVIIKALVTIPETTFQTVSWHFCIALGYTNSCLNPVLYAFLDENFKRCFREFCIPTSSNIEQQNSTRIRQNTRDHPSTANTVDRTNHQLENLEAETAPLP
Target sequence (P41143 whole entry, looked up): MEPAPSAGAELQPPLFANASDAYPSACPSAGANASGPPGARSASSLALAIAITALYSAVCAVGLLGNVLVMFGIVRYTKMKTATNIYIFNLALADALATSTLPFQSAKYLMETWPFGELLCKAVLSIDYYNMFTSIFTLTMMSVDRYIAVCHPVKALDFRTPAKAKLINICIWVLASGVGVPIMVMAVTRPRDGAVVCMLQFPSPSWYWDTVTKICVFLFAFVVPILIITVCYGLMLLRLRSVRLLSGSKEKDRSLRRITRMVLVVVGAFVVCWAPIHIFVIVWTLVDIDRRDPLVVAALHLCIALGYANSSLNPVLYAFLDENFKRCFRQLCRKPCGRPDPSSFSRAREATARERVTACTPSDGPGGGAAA
DSG3 Ab inh = human desmoglein-3 autoantibody binding inhibition; P32926; DSG3-coupled beads, scFv-anti-DSG3-GFP binding, flow cytometry; hits give low values; binding (percent of control), % at 10 µM; 0.48% of 310,000 active; AID 588358;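 active = binding more than 3 SD below its plate's average and above zero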;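 note: hits lower antibody fragment binding to DSG3; some compounds called inactive have numbers as strong as hits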
HTR5A ag = activates human HTR5A in OPRM1-OPRD1 agonist counter-screen; activation, % at 9.3 µM; P47898; 0.61% of 340,000 active; AID 504692; HTR5A agonist assay, luminescence, cell-based; in the data active = activation mostly above about 9.5%, no sharp cut-off; inactive = mostly below about 7.6%;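 note: 0% = cells with vehicle only and 100% = reference agonist; strong numbers were not always called active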
PKA-R2B act = activators of human PKA-R2B complex | P22694+P31323 | PKA-R2B holoenzyme dissociation, Cy5-IP20 fluorescence polarization; R2B truncated from residue 108, S112A mutant; 0% DMSO only, 100% 113 µM cGMP | activation, % at 11.4 µM | 0.079% of 340,000 active;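 active = activation above a cutoff set at the mean over all compounds plus 3 SD, cut at about 18% in these data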;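 note: higher means more holoenzyme dissociation and a rise in polarization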
OPRM1-OPRD1 ag = agonists of human mu-delta opioid receptor heterodimerization. P35372+P41143. AID 504326. cells, OPRM1-OPRD1 heterodimerization, luminescence. activation, % at 9.3 µM. 0.3% of 340,000 active; in the data active = activation above about 18%;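 note: 0% = vehicle-treated cells and 100% = reference agonist; values of inactives mirror those of a sister screen read the other way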
Starred values were filed as active, the others as inactive; · = not tested or not shown.

SMILES	Arr AP2 block	PKA-R1A act	V-ATPase pHluor	HTR5A inv ctr	DAGLB inhibitor	OPRM1-OPRD1 inv	DSG3 Ab inh	HTR5A ag	PKA-R2B act	OPRM1-OPRD1 ag
O=C(O)CSc1nc2sc3c(c2c(=O)n1Cc1ccccc1)CCCCC3	11	3	-2	3	5	15	110	-1	5	-3.3
O=[N+]([O-])c1ccc(/C=C/c2nc3ccc([N+](=O)[O-])cc3[nH]2)cc1	-6	-7	0	15	0	-58	90	4	-3	9.2
O=C1CSC(c2c(F)cccc2Cl)N1c1cccc(F)c1 (configuration not stated)	1	-6	-3	-19	-3	7	·	6	-12	-1.4
COCC(=O)N1CCN(c2ccc([N+](=O)[O-])cc2)CC1	11	-8	-4	8	-1	9	115	0	-11	-2.2
COC(=O)CN(c1cc(OC)ccc1OC)S(=O)(=O)c1ccc(OC)c(OC)c1	4	-5	-2	-17	0	11	91	9.2*	-12	-1.8
CCOc1cc(CNCCO)cc(Br)c1OCc1ccccc1	10	-4	-5	-3	-3	-23	115	2	-21	4.8
O=C(O)COc1ccc(/C=N/n2c(COc3ccccc3)nc3ccccc3c2=O)cc1	-4	-9	2	-3	-3	6	101	-7	1	-0.9
Cc1ccc(-n2nc3c(c2NC(=O)c2ccc(OC(C)C)cc2)CS(=O)C3)cc1 (configuration not stated)	1	-6	0	15	-1	17	80	1	-2	-2.8
CCOc1cc(C2Nc3ccccc3C(=O)N2c2ccccc2)c(Br)cc1OCC(=O)O (configuration not stated)	26	-16	3	21	2	11	101	-6	-1	-2.2
C[C@@H]1c2ccccc2N2C[C@H](Cc3ccc(C(=O)c4ccccc4)cc3)C[C@@H]12	·	3	0	·	-6	·	101	·	-2	·
CC1(C)CC(=O)C=C(c2n[nH]nc2C2CC2)C1	·	0	0	·	1	·	·	·	-4	·
O=C(c1cc(Cl)ccc1O)N1CCN(S(=O)(=O)c2cccs2)CC1	1	-14	0	9	1	11	·	-3	-14	-2.1
COc1ccccc1CNC(=O)COC(=O)c1nc(Cl)ccc1Cl	3	1	0	-8	-2	-13	96	2	-7	2.1
CCOc1ccc(OCCCC(=O)NCCc2ccc(OC)cc2)cc1	1	2	2	9	0	9	·	-2	-4	-1.6
CC(C)Cn1c(=O)[nH]c(=O)c2c(C(F)(F)F)cc(-c3ccccc3)nc21	-14	-12	0	-8	4	0	92	-3	-3	-0.1
O=C(CNC(=O)c1cnccc1C(F)(F)F)c1cccc(Cl)c1	3	7	0	-18	-2	15	101	2	11	-3.0
CC1=C(C(=O)OCC(Br)(Br)Br)C(c2cccc([N+](=O)[O-])c2)NC(=O)N1CCCC(=O)O (configuration not stated)	2	4	-1	-15	3	-2	100	6	-19	0.3
Cc1cc(NC(=O)[C@H](C)NC(=O)c2ccco2)ccc1Br	1	-6	-1	-8	0	7	110	2	-5	-1.4
CCOc1ccc(-c2[nH]nc3c2C(c2ccc4c(c2)OCO4)C(C#N)=C(N)O3)cc1OC (configuration not stated)	3	12	-2	-13	-3	12	103	5	-3	-2.0
CC1=NN(C(=O)c2ccccc2-n2cccc2)C(O)(C(F)(F)F)C1 (configuration not stated)	1	10	3	-17	-1	-3	106	9	-10	0.6
Cc1cccc(NC(=O)CN2C(=O)N/C(=C/c3ccc(C)o3)C2=O)c1	8	-1	3	-17	3	2	96	4	-3	-0.4
Cc1cc(S(=O)(=O)Nc2ccc(C(=O)NCC(c3ccco3)N(C)C)cc2)ccc1F (configuration not stated)	-4	-1	-2	-16	-1	2	98	5	-14	-0.3
COc1ccc(NC(=O)c2cccc(N3C(=O)c4ccc(C(=O)Nc5ccc(OC)c(O)c5)cc4C3=O)c2)cc1O	-13	-14	-1	-2	2	-8	96	7	-11	1.6
Clc1ccc(Cl)c(-c2nc(-c3ccncc3)no2)c1	9	-11	1	-13	-2	8	101	-2	1	-1.5
CC(C)c1ccc(NC(=O)Nc2cnccn2)cc1	-7	2	-2	-18	0	4	101	-7	1	-0.6

Single records (already shown). Screens in order: Arr AP2 block, PKA-R1A act, V-ATPase pHluor, HTR5A inv ctr, DAGLB inhibitor, OPRM1-OPRD1 inv, DSG3 Ab inh, HTR5A ag, PKA-R2B act, OPRM1-OPRD1 ag
O=C(CNC(=O)c1cnccc1C(F)(F)F)c1cccc(Cl)c1 is entered as 3, 7, 0, -18, -2, 15, 101, 2, 11, -3.0
CCOc1ccc(OCCCC(=O)NCCc2ccc(OC)cc2)cc1 is entered as 1, 2, 2, 9, 0, 9, ·, -2, -4, -1.6
O=[N+]([O-])c1ccc(/C=C/c2nc3ccc([N+](=O)[O-])cc3[nH]2)cc1 is entered as -6, -7, 0, 15, 0, -58, 90, 4, -3, 9.2

(listing goes on)
SMILES	Arr AP2 block	PKA-R1A act	V-ATPase pHluor	HTR5A inv ctr	DAGLB inhibitor	OPRM1-OPRD1 inv	DSG3 Ab inh	HTR5A ag	PKA-R2B act	OPRM1-OPRD1 ag
CNC(=S)N(CCc1c(C)[nH]c2ccc(Cl)cc12)Cc1cc(OC)c(OC)c(OC)c1	3	-6	2	-2	3	14	100	1	-4	-2.7
O=C(C1=C[C@H](c2csc3ccccc23)C[C@H](OCc2ccc(CO)cc2)O1)N1CCN(Cc2ccccc2)CC1	-9	-7	-2	3	-3	3	99	4	-10	-0.5
Cc1c(NC(=S)NC(=O)c2ccco2)cccc1-c1nc2ncccc2o1	9	7	2	7	-3	25	120	-5	-7	-5.5
Cc1occc(=O)c1OCc1c(F)cccc1Cl	-3	-4	1	2	-1	20	102	-1	12	-3.8
COc1cccc(C(=O)Nc2c3c(nc4c2CCC4)CCCC3)c1	-1	-9	-1	-24	0	13	104	4	13	-2.5
S=C(NCCCN1CCOCC1)N(Cc1ccccc1)Cc1ccccc1	-4	1	-2	-14	2	9	91	4	9	-1.6
Nc1c(C(=O)O)sc2nc(-c3ccc(F)cc3)cc(-c3ccccc3)c12	-9	-9	-2	5	1	5	83	1	3	-1.0
COc1cccc(OC)c1C(=O)Nc1cccc(-c2nc3ccccc3[nH]2)c1	-7	-16	1	4	-1	3	125	-7	-5	-0.7
O=C(Cc1ccc([N+](=O)[O-])cc1)NCC1CCCO1 (configuration not stated)	-17	3	0	-12	-1	3	106	0	-10	-0.5
COc1ccc(OC)c(NC(=O)c2cc(S(=O)(=O)NCc3ccco3)ccc2F)c1	7	-9	4	-38	-25	13	99	1	-13	-2.5
CCOc1ccc(-c2cc(NC(=O)c3c(F)cccc3F)c(C(=O)O)s2)cc1	8	-1	-1	9	6	6	106	-2	4	-1.2
Cc1cc(NC(=O)COc2ccccc2C(N)=O)no1	2	10	-2	-3	1	20	117	1	9	-4.0
CN[C@H]1C[C@H]2c3cc(N4CCN(C)CC4)ccc3CCN2C(=O)[C@H]1[C@H](C)O	·	5	1	·	-1	·	105	·	3	·
O=C(N/N=C/c1c[nH]c2ccccc12)c1cc(-c2ccc(-c3ccccc3)cc2)n[nH]1	-5	-8	-1	-21	1	-19	·	12*	7	3.8
COc1ccc(-c2nnc(NC(=O)C(C)C)o2)cc1	1	-4	5	11	-1	15	104	-4	-6	-2.9
CC(=O)Nc1ccc(S(=O)(=O)Nc2nccc(C3Cc4ccccc4C(=O)O3)n2)cc1 (configuration not stated)	-2	3	1	-3	-5	9	100	-4	-2	-1.6
CC(OC(=O)c1nc(Cl)ccc1Cl)C(=O)NC1CCCCC1C (configuration not stated)	6	2	-8	-13	3	17	100	4	-9	-3.2
COc1ccc(Cl)cc1/C=C(\C#N)C(N)=O	8	5	-1	10	-1	-5	106	1	5	0.9
CCC(C)NC(=O)C1CCN(S(=O)(=O)c2ccc(OC)cc2)CC1 (configuration not stated)	4	-5	5	11	-5	6	94	6	-2	-1.2
Cc1ccc(NC(=O)c2c(-c3ccccc3Cl)noc2C)nc1	22	0	-10	-9	-1	-2	·	3	13	0.4

Compounds shown so far with an NH in an aromatic ring:
SMILES	Arr AP2 block	PKA-R1A act	V-ATPase pHluor	HTR5A inv ctr	DAGLB inhibitor	OPRM1-OPRD1 inv	DSG3 Ab inh	HTR5A ag	PKA-R2B act	OPRM1-OPRD1 ag
O=[N+]([O-])c1ccc(/C=C/c2nc3ccc([N+](=O)[O-])cc3[nH]2)cc1	-6	-7	0	15	0	-58	90	4	-3	9.2
CC1(C)CC(=O)C=C(c2n[nH]nc2C2CC2)C1	·	0	0	·	1	·	·	·	-4	·
CC(C)Cn1c(=O)[nH]c(=O)c2c(C(F)(F)F)cc(-c3ccccc3)nc21	-14	-12	0	-8	4	0	92	-3	-3	-0.1
CCOc1ccc(-c2[nH]nc3c2C(c2ccc4c(c2)OCO4)C(C#N)=C(N)O3)cc1OC (configuration not stated)	3	12	-2	-13	-3	12	103	5	-3	-2.0
CNC(=S)N(CCc1c(C)[nH]c2ccc(Cl)cc12)Cc1cc(OC)c(OC)c(OC)c1	3	-6	2	-2	3	14	100	1	-4	-2.7
COc1cccc(OC)c1C(=O)Nc1cccc(-c2nc3ccccc3[nH]2)c1	-7	-16	1	4	-1	3	125	-7	-5	-0.7
O=C(N/N=C/c1c[nH]c2ccccc12)c1cc(-c2ccc(-c3ccccc3)cc2)n[nH]1	-5	-8	-1	-21	1	-19	·	12*	7	3.8
